# High-throughput results from PubChem BioAssay.
# a7 integrin act: activates integrin-mediated alleviation for muscular dystrophy | alpha7betagal myoblasts, beta-gal FDG fluorescence, 48 h | Potency, µM (titrated, usually from 38.3 µM), for inactives: at the highest dose activation, most hits filed as activators | 350,000 tested, 0.064% active | AID 624291;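 note: potency is the fitted concentration of half-maximal effect; 100% = response of the positive control SU9516; nearly all actives have a fitted effect of over 60% in size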
#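 Alpha7betagal+/- myoblasts (passage 13) were plated 16-24 hr, then exposed to compounds (1:260 dilution of DMSO stock) for 48 hours at 37C. After MPER lysis, β-galactosidase reporter activity was read as FDG fluorescence (ex 480/em 540) after 30 minutes.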
# TSHR antag: blocks TSH signaling through the human TSH receptor; P16473; TSHR-expressing cells, TSH-stimulated cAMP HTRF, 2 h; stronger effect = lower value; activity change, negative = inhibition, % at 11.5 µM; 330,000 tested, 0.2% active; AID 504810;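 active = activity change below a set negative limit, meaning inhibition stronger than a set level, cut at about -70% in these data; inconclusive = activity change between two set negative limits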; note: % is set by controls: 0 for no effect and ±100 for the full control effect
#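 TSHR-expressing cells, 200/well, pre-treated with compound, then stimulated with EC80 TSH (4nM final) for 2 hours at 37 deg C. cAMP measured by competitive HTRF: anti-cAMP cryptate antibody in lysis buffer plus cAMP-d2, read after 30 minutes at room temperature.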
# Mito fusion yeast: mitochondrial division inhibition or fusion activation; S. cerevisiae fusion-defective mutant growth rescue, CellTiterGlo 48 h; Potency, µM (top dose mostly 46.1 µM), for inactives: at the highest dose growth rescue (activation), actives largely listed as activators; 320,000 tested, 0.23% active; AID 485298;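 note: potency is the fitted concentration of half-maximal effect; % of control where 0% means no effect; nearly all actives have a fitted effect of over 45% in size; temperature-sensitive fusion mutants such as fzo1-1 at 37 °C on non-fermentable ethanol glycerol medium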
#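 Temperature-sensitive fusion-defective S. cerevisiae (e.g. fzo1-1, mgm1-5) were grown with compound in YPEG medium (3% ethanol, 3% glycerol) for 48 hours at 37C. Growth rescue was measured as viability by CellTiterGlo luminescence after 10 minutes at ambient.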
# A-T KAP1 phos: potential ataxia-telangiectasia treatments restoring KAP-1 phosphorylation; Potency, µM (doses to about 57.5 µM), inactives show top-dose activation, most hits filed as activators; 320,000 tested, 0.19% active; […] A-T fibroblasts, KAP-1 phosphorylation AlphaLISA; neocarzinostatin DNA damage 30 min before lysis; AID 485349; note: potency is the fitted concentration of half-maximal effect; % of control where 0% means no effect; nearly all actives have a fitted effect of over 45% in size
#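 hTERT-immortalized A-T patient fibroblasts ([…]), 500 cells/well in OPTI-MEM, 1% FBS, got compounds for 60 min, then NCS for 30 min at 37C. Lysates were then assayed for phospho-KAP-1 by AlphaLISA (anti-pKAP1 donor, anti-KAP1 acceptor beads), 6 hr at 25C.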
# Eya2 phos inh: blocks the phosphatase activity of human Eya2; recombinant Eya2, OMFP fluorescence dephosphorylation (OMFP is methylfluorescein phosphate); Potency, µM (titrated, usually from 76.9 µM), for the others: at the top dose activity, negative = inhibition, usual class: inhibitors; 330,000 tested, 0.006% active; AID 488837; note: potency is the fitted concentration of half-maximal effect; % is set by controls: 0 for no effect and ±100 for the full control effect
# Target sequence (O00167 whole entry, looked up): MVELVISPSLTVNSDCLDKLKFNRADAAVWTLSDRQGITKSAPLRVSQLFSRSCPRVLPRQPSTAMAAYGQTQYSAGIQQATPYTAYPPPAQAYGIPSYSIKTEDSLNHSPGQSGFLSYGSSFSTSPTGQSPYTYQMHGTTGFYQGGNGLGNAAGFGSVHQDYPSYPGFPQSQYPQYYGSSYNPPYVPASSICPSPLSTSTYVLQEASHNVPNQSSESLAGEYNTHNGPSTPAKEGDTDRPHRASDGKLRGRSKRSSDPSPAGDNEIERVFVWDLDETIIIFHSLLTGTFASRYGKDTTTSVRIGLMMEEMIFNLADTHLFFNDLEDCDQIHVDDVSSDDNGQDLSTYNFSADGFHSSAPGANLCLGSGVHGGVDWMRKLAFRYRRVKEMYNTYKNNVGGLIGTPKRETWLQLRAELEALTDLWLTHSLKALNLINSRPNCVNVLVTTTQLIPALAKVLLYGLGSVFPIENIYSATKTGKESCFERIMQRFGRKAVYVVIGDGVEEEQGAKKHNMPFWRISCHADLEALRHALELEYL
#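 Eya2 protein (added as 0.2 uM solution) was preincubated with compound for 10 min at ambient temperature in 50 mM HEPES pH 7.5, 50 mM NaCl, 5 uM MgCl2, 0.05% BSA, 1 mM DTT. OMFP (added at 50 uM) then reacted 10 min; fluorescence read at 485/525 nm.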
# TCR act: activators of T cell receptors; primary human leukocytes, anti-CD3, IL-2 HTRF, 48 h; Potency, µM (highest dose often 9.22 µM), without a hit: at the top dose activation of IL-2 secretion, hits mostly activators; 330,000 tested, under 10 active; note: % of control where 0% means no effect
#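 Primary human leukocytes were stimulated with a-CD3 beads plus compounds for 48 hr without co-stimulation; secreted IL-2 was quantified by HTRF using a-IL-2-K (europium cryptate) and a-IL-2-d2, excited at 320nm with acceptor emission read at 665nm.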
# ELG1 repair inh: blocks ELG1-dependent DNA repair in HEK293T cells | HEK293T ELG1-luciferase reporter, luminescence, 16 h; DNA damage induced by 5-fluorouridine | Potency, µM (titrated, usually from 46.1 µM), for the others: at the top dose activity change, negative = inhibition, usual class: inhibitors | 330,000 tested, 2.3% active | AID 504467; note: potency is the fitted concentration of half-maximal effect; % is set by controls: 0 for no effect and ±100 for the full control effect; nearly all actives have a fitted effect of over 55% in size
#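 Step one: seed 2,000 cells per well. Step two: pin-transfer compound or DMSO alongside 5-fluorouridine. Step three: incubate 16 hr, 37 °C, 5% CO2. Step four: add ONE-Glo, wait 30 min, read luminescence.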
# S-ASM inh: inhibitors of human secretory acid sphingomyelinase; placental ASM, HMU-PC fluorogenic substrate, 60 min; Potency, µM (doses to about 57.5 µM), for the others: at the top dose activity change, negative = inhibition, actives largely listed as inhibitors; AID 504937; 340,000 tested, 0.006% active; note: potency is the fitted concentration of half-maximal effect
#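 Fluorogenic HMU-PC substrate (9 uM final) is turned over by placental ASM in 60 min at 37 C after a 10 min compound preincubation. Reaction ended by alkaline stop (pH 10), with fluorescence read at 386/447 nm.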
# TSG101-PTAP inh: blocks PTAP/TSG101 interaction to inhibit HIV-1 budding; 340,000 tested, under 10 active; Potency, µM (highest dose often 115 µM), without a hit: top-dose activity change, negative = inhibition, actives largely listed as inhibitors; Q99816; AID 493005; Fluorescence polarization, FITC-PTAP peptide / Tsg101 binding; active = well fitted inhibition curve with a large enough effect in the main read-out, with a control signal flat, not every such curve was filed as active; inconclusive = small, poorly fitted or top-dose-only effect, or effect the other way, or a change in a side signal; inactive = no such curve, though single readings can be large or run the other way; note: potency is the fitted concentration of half-maximal effect; % of control where 0% means no effect
# Target sequence (Q99816 whole entry, looked up): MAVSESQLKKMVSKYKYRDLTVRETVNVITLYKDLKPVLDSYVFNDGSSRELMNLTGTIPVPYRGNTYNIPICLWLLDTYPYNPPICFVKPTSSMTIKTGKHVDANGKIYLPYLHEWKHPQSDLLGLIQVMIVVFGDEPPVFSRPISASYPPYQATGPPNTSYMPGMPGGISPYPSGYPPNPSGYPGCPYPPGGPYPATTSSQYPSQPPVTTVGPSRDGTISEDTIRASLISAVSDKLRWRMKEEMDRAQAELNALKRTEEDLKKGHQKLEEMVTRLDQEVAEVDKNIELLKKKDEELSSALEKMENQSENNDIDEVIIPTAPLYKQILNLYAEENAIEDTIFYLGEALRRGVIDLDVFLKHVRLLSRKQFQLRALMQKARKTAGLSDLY
#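 Tsg101 binding domain (10 uM final) was mixed with compound and a FITC-labeled PTAP peptide (50 nM final) in HEPES pH 7.5 buffer with NaCl, Tween 20, EDTA and TCEP; fluorescence polarization was read after 20 min at r.t.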
# Tb PFK inh: T. brucei PFK enzyme inhibition. O15648. T. brucei PFK, ADP-Glo luminescence. Potency, µM (top dose mostly 57.5 µM), inactives show at the highest dose activity, negative = inhibition, actives largely listed as inhibitors. 330,000 tested, 0.17% active. AID 485367;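 note: potency is the fitted concentration of half-maximal effect; 0% = uninhibited 1x PFK enzyme wells and -100% = no-enzyme wells; nearly all actives have a fitted effect of over 60% in size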
#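 ADP-Glo luminescence quantified ADP after 45 min at room temperature, with 1.25 nM T. brucei PFK, 0.1 mM ATP and 0.5 mM fructose-6-phosphate in pH 8.0 TEA buffer. qHTS titrations up to 57 µM; curves classified by quality.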
# Chronic BCR inh: inhibitors of chronic active B-cell receptor signaling. ABC-DLBCL IkBa-CBG/CBR reporter, luminescence ratio, 4 h. AID 493014. 340,000 tested, 0.05% active. Potency, µM (titrated, usually from 46.1 µM), for inactives: top-dose ratio change, negative = lower green/red ratio, actives largely listed as inhibitors; active = well fitted inhibition curve with a large enough effect in the signal ratio, with a control signal flat, not every such curve was filed as active; inconclusive = small, poorly fitted or top-dose-only effect, or effect the other way, or a change in a side signal; the % refers to the signal ratio;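 note: potency is the fitted concentration of half-maximal effect; plate controls were basal doxycycline-induced cells for no effect and cells given 10 µM MG132 for full effect; MG132 reads +100%, hits lower the ratio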
#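 Compounds up to 46 uM were incubated four hours with TMD8 cells whose green CBG68 luciferase is fused to IkappaBalpha; red CBR luminescence normalised the signal, and concentration-effect curves were fitted to fusion, red and ratio data.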
# * hit, by the source's call; ? = inconclusive; / = not tested or not shown; [ ] = dose if it differs, or a comment. Unless noted, calls come from the whole dose curve; as a rule, active = well fitted curve in the direction sought with a large enough effect; inconclusive = small, poorly fitted or top-dose-only effect, or another doubt; inactive = no such curve, though single readings can be large; an effect the other way counts as inactive or inconclusive. Random draw from the library. Share with any hit: about 3.2%.
mol	Mito fusion yeast	TSG101-PTAP inh	ELG1 repair inh	a7 integrin act	A-T KAP1 phos	Eya2 phos inh	S-ASM inh	Chronic BCR inh	Tb PFK inh	TSHR antag	TCR act
CCCCC1=CC2=CC(=O)C(C)(OC(=O)CC)C(=O)C2=CN1CCCOC(C)C (centres undefined)	-12%	-5%	-1%	-9%	-16%	-3%	64%[activator]	5%	4%	-12	0%
CS(=O)(=O)N1CCCC(C(=O)Nc2ccc(F)cc2F)C1 (centres undefined)	1%	-7%	4%	-14%	1%	8%	1%	-5%	-10%	3	/
CCCN(CC(=O)Nc1ccccc1C)C(=O)c1ccc(C)c(S(=O)(=O)N2CCCCC2)c1	-1%	-2%	-13%	-7%	2%	-9%	-4%	4%	-8%	-6	8%
CCc1c(C)nc2ncnn2c1NCCc1ccc(OC)cc1	0%	-5%	?	-40%	-4%	11%	0%	-7%	-3%	-24	5%
CCN(CC)C(=O)c1cnn(-c2ccccc2)c1NC(=O)c1ccco1	0%	-6%	17%	0%	/	-20%	9%	4%	2%	0	-4%
O=C(Cc1cccs1)N1CCN=C1SCc1ccccc1F	-2%	-5%	5%	3%	3%	-7%	0%	0%	-1%	-6	13%
CCc1cc2c(=O)n(CCC(C)C)c(=S)[nH]c2s1	19%	2%	?	9%	1%	-7%	2%	-1%	1%	-14	1%
O=[N+]([O-])c1ccc(C(=S)N2CCN(c3ccc(F)cc3)CC2)cc1	21%	-8%	-6%	-47%[inhibitor]	-3%	-8%	-4%	4%	-11%	-2	5%
CCCn1c(SCC(=O)Nc2nc3c(s2)CCCC3)nc2c1c(=O)n(C)c(=O)n2C	0%	-7%	?	11%	6%	1%	0%	0%	1%	-3	6%
CCOC(=O)C1CCN(CC(=O)Nc2c(C(=O)OC)[nH]c3cccc(Cl)c23)CC1	1%	-1%	1%	-59%[inhibitor]	12%	2%	-1%	-22%	3%	2	1%
CCOc1ccc(C(=O)NCC(=O)NNC(=O)c2cc(C)oc2C)cc1OCC	/	0%	-3%	8%	9%	11%	7%	-7%	-6%	11	4%
Cc1ccc(NC(=O)COC(=O)Cn2cnc3c2c(=O)n(C)c(=O)n3C)c(Cl)c1	4%	-7%	?	-31%	-8%	-4%	5%	-2%	2%	-12	0%
Cc1nc2nc(SCC(=O)NCc3ccco3)nn2c(C)c1Cc1c(F)cccc1Cl	13%	-4%	-8%	-7%	5%	6%	-4%	?	0%	-12	0%
COc1ccc(C(=O)NC2CCSc3ccccc32)cc1S(=O)(=O)N1CCOCC1 (centres undefined)	2%	-5%	16%	-6%	-2%	-26%	-2%	1%	5%	1	9%
COc1ccc2c(c1)CCc1cn3nc(C)cc3nc1-2	0%	-1%	?	21%	15%	-2%	332%[activator]	4%	2%	0	13%
Cc1cc(OCc2nnc(SC(C)C(=O)O)n2Cc2ccccc2)ccc1Cl (centres undefined)	-5%	-6%	15%	-28%	2%	-15%	14%	8%	0%	-16	0%
CC(=O)N1CCN(C(=O)c2cc(S(=O)(=O)N(C)c3ccc(F)cc3)ccc2Cl)CC1	2%	-2%	0%	-4%	4%	10%	4%	3%	-2%	7	0%
O=C(NCCc1ccncc1)Nc1ccc(F)cc1	6%	-1%	10%	25%	-1%	-29%	-1%	2%	-6%	13	-1%
C=CCn1c2ccccc2c2nnc(SCc3[nH]c(=O)[nH]c3C(=O)CCCCC(=O)OCC)nc21	2%	0%	-5%	-33%	-9%	-26%	-4%	1%	1%	2	3%
O=C(COc1ccc(Cl)cc1)Nc1ccccc1C(=O)NCc1ccco1	11%	-14%	9%	-33%	-11%	2%	-2%	3%	0%	-16	3%
Cc1cc(C)n2nc(SCCOc3ccc(F)cc3)nc2n1	-3%	-5%	10%	4%	-5%	3%	-1%	10%	4%	-7	/
Cn1nnc2cc(C(=O)N3CCN(c4ccccn4)CC3)ccc21	7%	-2%	9%	37%	-1%	?	3%	6%	1%	-3	-6%
CC(C)(Oc1ccc(Cl)cc1)C(=O)NC1=NN(c2ccccc2)C(=O)C1	-3%	0%	5%	35%	-1%	-15%	-7%	?	0%	0	-6%[46.1 µM]
O=C(O)COc1ccc(NC(=O)c2ccc(NC(=O)c3ccco3)cc2)cc1	-8%	-4%	5%	4%	-5%	4%	-2%	?	12%	0	4%
O=C(N/C(=C/c1cccs1)C(=O)N1CCCCCC1)c1ccccc1	3%	/	-17%	27%	-9%	-8%	-1%	-10%	-2%	38	-5%[46.1 µM]
O=c1/c(=C/c2ccc(O)c([N+](=O)[O-])c2)sc2nc3ccccc3n12	12%	-5%	?	9%	0%	-7%	-1%	6%	5%	-47	-3%
COC(=O)C(CO)Nc1ncnc2onc(-c3ccc(F)cc3)c12 (centres undefined)	-3%	-3%	2%	0%	-7%	?	4%	-1%	-2%	6	0%
CCOc1ccc(N2CC(C(=O)N3CCN(c4ccccn4)CC3)CC2=O)cc1 (centres undefined)	-2%	0%	2%	15%	-7%	-3%	-3%	0%	-1%	6	0%
Cc1ccnc(SC2CC(=O)N(c3ccc(Cl)cc3)C2=O)n1 (centres undefined)	-18%	-4%	-5%	0%	-6%	-17%	1%	-1%	0%	5	/
CC(=O)OC(C(=O)NC1CCCCC1)c1ccccc1 (centres undefined)	-1%	-9%	3%	13%	3%	-3%	5%	1%	2%	6	-5%
O=C(OCC(=O)c1c[nH]c2ccccc12)c1cccc(S(=O)(=O)N2CCCCCC2)c1	5%	0%	-25%	9%	3%	2%	-7%	2%	-9%	1	13%[46.1 µM]
Cc1ccc(C)c(N2CCN(c3ncnc4c3cnn4-c3ccccc3)CC2)c1	-2%	-7%	?	5%	5%	-37%	-7%	12%	1%	13	1%
O=[N+]([O-])c1cccc(CSc2cccc[n+]2[O-])c1	10%	-3%	-2%	-14%	12%	-6%	2%	?	-21%	0	-5%
Cc1ccc(C(C)C)c(OCCCCCN2CCOCC2)c1	12%	1%	14%	9%	1%	-5%	-3%	10%	-2%	-2	-3%
O=C(c1ccc2c(=O)n(C3CCCC3)c(=S)[nH]c2c1)N1CCN(C2CCCCC2)CC1	-3%	1%	-5%	-9%	-2%	-4%	3%	-1%	0%	4	-3%
COc1ccc(NC(=O)C(NC(=O)c2ccccc2)C(C)C)cc1 (centres undefined)	-1%	2%	?	-21%	3%	-13%	-1%	12%	-9%	4	-1%
OC1CCN(c2cc(-c3ccccc3)nc3cc(-c4ccc(F)cc4)nn23)CC1	23%	-2%	13µM*	23%	8%	-2%	191%[activator]	?	6%	-16	-2%
NC1=NC[C@@H](Cc2ccc(O)cc2)N1CCc1cccc(F)c1	-5%	-6%	20%	25%	14%	-4%	2%	-2%	4%	0	-101%
O=C(/C=C/c1cccc(C(F)(F)F)c1)NNC(=O)c1ccncc1	-7%	-2%	2%	-9%	-10%	-14%	-1%	6%	0%	7	-1%
CCCN(CCC)CCCNC(=S)Nc1ccc2nc3n(c(=O)c2c1)CCCCC3	-1%	-2%	16%	-31%	5%	3%	9%	-2%	-1%	4	-6%[46.1 µM]
CC1CC(=O)NN1C(=O)c1ccccc1 (centres undefined)	-7%	2%	2%	44%	1%	8%	3%	3%	-1%	-9	14%
